12-LOX inh: ALOX12 (human) lipoxygenase inhibition; P18054; purified 12hLO, xylenol orange hydroperoxide absorbance; Potency, µM (titrated, usually from 108 µM), for the others: top-dose activity change, negative = inhibition, actives largely listed as inhibitors; 580,000 tested, 1.1% active; active means well fitted inhibition curve with a large enough effect; inconclusive means small, poorly fitted or top-dose-only effect, or another doubt; inactive means no such curve, though single readings can be large or run the other way
Target sequence (P18054 whole entry, looked up): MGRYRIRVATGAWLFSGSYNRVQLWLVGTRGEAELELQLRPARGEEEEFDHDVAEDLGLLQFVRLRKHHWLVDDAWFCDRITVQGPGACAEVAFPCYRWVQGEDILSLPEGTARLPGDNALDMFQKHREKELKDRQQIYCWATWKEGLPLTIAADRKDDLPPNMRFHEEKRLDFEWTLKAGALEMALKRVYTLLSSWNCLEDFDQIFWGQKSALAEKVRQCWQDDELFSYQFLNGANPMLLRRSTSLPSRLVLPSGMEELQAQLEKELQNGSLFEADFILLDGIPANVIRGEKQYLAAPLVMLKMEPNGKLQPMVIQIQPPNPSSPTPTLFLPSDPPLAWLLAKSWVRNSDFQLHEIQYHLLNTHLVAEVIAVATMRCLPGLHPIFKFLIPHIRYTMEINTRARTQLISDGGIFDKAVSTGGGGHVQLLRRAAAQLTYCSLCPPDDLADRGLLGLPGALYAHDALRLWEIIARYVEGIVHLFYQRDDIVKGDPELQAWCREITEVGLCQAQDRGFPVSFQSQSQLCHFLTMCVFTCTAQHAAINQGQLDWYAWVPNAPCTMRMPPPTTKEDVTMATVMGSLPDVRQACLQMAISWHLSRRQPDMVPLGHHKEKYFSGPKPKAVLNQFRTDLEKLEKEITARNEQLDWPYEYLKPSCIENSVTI
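Purified human 12hLO (150 nM final) in 25 mM Hepes, 0.01% Triton X-100, pH 7.0 was preincubated 15 min at room temperature with compound. Then 40 uM arachidonic acid was added, 30 min. Hydroperoxide was read by Fe-XO absorbance ratio 573/405 nm.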
* = called active by the depositor; ? = inconclusive; [ ] = remark or other dose. On the % scale 0 is the no-effect control and ±100 the full control effect; potency means the concentration at half of the fitted maximal effect.

Start of the data: the first 2 entries (preview)
| compound | 12-LOX inh |
| --- | --- |
| CC1CCN(S(=O)(=O)c2ccc(-c3nc(C#N)c(NCc4cccnc4)o3)cc2)CC1 | 36%[activator] |
| Cc1c(C(=O)N2CCCC2)sc2ncnc(NCCCN3CCOCC3)c12 | 0% |

Main list (from the top)
| compound | 12-LOX inh |
| --- | --- |
| CC1CCN(S(=O)(=O)c2ccc(-c3nc(C#N)c(NCc4cccnc4)o3)cc2)CC1 | 36%[activator] |
| Cc1c(C(=O)N2CCCC2)sc2ncnc(NCCCN3CCOCC3)c12 | 0% |
| c1ccc(Cn2ncc3c2CCCC3NCc2cscn2)cc1 (stereo not given) | ? |
| O=C(O)C(c1c[nH]c2cc(Cl)ccc12)N1CCc2ccccc2C1 (stereo not given) | ? |
| COc1cccc(C(=O)N2CCN(c3cc(-c4ccccc4)[nH]n3)CC2)c1OC | 9% |
| CN(C)C[C@@H]1CN(S(C)(=O)=O)C[C@H]1NC(=O)c1ccc2ncccc2c1 | 27% |
| Cc1ccc(CNC(=O)CSc2nc3c(=O)n(C)c(=O)n(C)c3n2C)cc1 | 1% |
| Cc1nnc(NC(=O)c2cc(=O)c3cc(C)c(C)cc3o2)s1 | ? |
| COP(=O)(OC)c1nc(-c2ccc(C)cc2)oc1N1CCOCC1 | 24% |
| COC(=O)C1=C(C)N(Cc2ccc(C(F)(F)F)cc2)C(=NCc2ccc(OC)cc2)NC1c1cccc(Cl)c1 (stereo not given) | -30% |

A second format for 4 compounds above:
Cc1ccc(CNC(=O)CSc2nc3c(=O)n(C)c(=O)n(C)c3n2C)cc1
- 12-LOX inh: 1%
c1ccc(Cn2ncc3c2CCCC3NCc2cscn2)cc1 (stereo not given)
- 12-LOX inh: ?
Cc1nnc(NC(=O)c2cc(=O)c3cc(C)c(C)cc3o2)s1
- 12-LOX inh: ?
O=C(O)C(c1c[nH]c2cc(Cl)ccc12)N1CCc2ccccc2C1 (stereo not given)
- 12-LOX inh: ?

Continuation.
| compound | 12-LOX inh |
| --- | --- |
| Cc1noc([C@@H]2CN(S(=O)(=O)c3cccnc3)C[C@H]2C(N)=O)n1 | 3% |
| O=C(CSc1nnc2ccc(-c3ccncc3)nn12)N1CCCc2ccccc21 | -20% |
| CC(=O)N(C)Cc1cccn1C | 0%[176 µM] |
| O=[S+]([O-])(c1cccc(C(F)(F)F)c1)N1CCC2(CC(c3cccnc3)=NO2)C1 (stereo not given) | -1%[6.33 µM] |
| O=C(O)c1ccc(Cl)cc1Cl | 21% |
| Cn1cc(-c2ccc(F)c(Cl)c2)c2nc(CN3CC[S+](=O)([O-])CC3)cn2c1=O | ? |
| CN(C)c1ccc(S(=O)(=O)N2CCCCC2)cc1NC(=O)C1CCN(c2ccc(C#N)cn2)CC1 | ? |
| O=C(c1cc2ccccc2o1)N1CCC2(CCCN(Cc3ccccc3F)C2)C1 (stereo not given) | ? |
| COCCN=C1Sc2ccccc2[C@@H]2C[C@H]3[C@H](CON3C)CN12 | -16% |
| Cc1nn2c(c1-c1ccccc1Oc1ccccc1)N(C(=O)Cc1ccc3c(c1)OCO3)CCC2 | ? |

Next section.
| compound | 12-LOX inh |
| --- | --- |
| COc1cccc(C(=O)N2CCN(C)C3(CCNC(=O)CC3)C2)c1C (stereo not given) | -9% |
| CCCCNC(=O)C12CC3CC(C1)CC(c1ccccc1)(C3)C2 | ? |
| CC1=C[C@@H](CNC(=O)CC(C)(C)CC(=O)O)[C@H](C(C)C)C[C@H]1Cc1nc2ccccc2n1C | -1% |
| O=C(O)c1cccc(-c2ccsc2)c1 | 9%[12.5 µM] |
| C[S+](=O)([O-])N1CC2ON=C(C(=O)N3CCOCC3)C2C1 (stereo not given) | 6%[6.33 µM] |
| CCOc1ccc(NC(=O)CSC2=NC3(CCCCC3)Nc3ccccc32)cc1 | ? |
| O=S(=O)(c1ccccc1)N1CCC[C@@]2(CCN(Cc3cc(C(F)(F)F)cc(C(F)(F)F)c3)C2)C1 | 14%[57.4 µM] |
| O=C(NCC(c1cccs1)N1CCOCC1)c1cc(=O)c2ccccc2o1 (stereo not given) | 7% |
| COC(=O)[C@@H]1Cc2ncn(C)c2CN1S(=O)(=O)c1ccc(C#N)cc1 | ? |
| COc1ccc(OC)c(S(=O)(=O)Nc2ccc(Nc3nc(C)cc(N(C)C)n3)cc2)c1 | ? |

Further records follow:
| compound | 12-LOX inh |
| --- | --- |
| Cc1ccc(/C=N/O)cc1 | -22% |
| COc1ccc(-c2cc3ccc(OS(=O)(=O)c4ccccc4)cc3oc2=O)cc1OC | 5% |
| C=CCNC(=O)N1CC[C@H]2CC(=O)N([C@H](C(N)=O)C(C)C)CC[C@H]2C1 | 46%[activator][176 µM] |
| CC(C)c1cc(C(=O)N2CCC(C(=O)N3CCCCCC3)CC2)c2ccccc2n1 | 16% |
| Cc1ccc(C(=O)Nc2ccc3c(N4CCCCC4)ncnc3c2)s1 | 0% |
| COc1ccc(CN2CCCC(n3cc(C(=O)NC4CCCC4)nn3)C2)c2ccccc12 (stereo not given) | 15% |
| S=c1n(/N=C/c2ccc(Br)cc2)cnn1Cc1ccccc1Cl | ? |
| CC1(C(=O)NCc2cnccn2)CCCc2cnc(NCc3ccccc3)nc21 (stereo not given) | 10%[176 µM] |
| Cc1noc(C)c1-c1nc(N2CCOCC2)c2ccccc2n1 | 40µM* |
| Cc1noc2c(NC(C)C)cc(-c3cccnc3)nc12 | -4%[176 µM] |

Other compounds:
| compound | 12-LOX inh |
| --- | --- |
| Cc1cnc(C(=O)N(Cc2cccs2)C2CC2)cn1 | 26% |
| O=c1[nH]c(-c2cccc(O)c2)nc2c1Cc1c(ccc3ccccc13)O2 | ? |
| O=C(CNc1cccc(OC(F)(F)F)c1)N1CCNC1=O | 32% |
| Cc1nc(SCC(=O)NC(C)C(C)C)n(C2CCCC2)c1C (stereo not given) | 19% |
| CC(NC(=O)c1ccc(NC(=O)C2CC2)s1)c1ccc(Cl)cc1 (stereo not given) | ? |
| CCN(CC)C(=O)N1CCC(c2noc(-c3cnccn3)n2)C1 (stereo not given) | 44%[activator] |
| CCC(=O)Oc1ccc2c(=O)c(-c3ccccc3)coc2c1 | ? |
| CCc1ccc(NC(=O)c2ccc3c(c2)N(CC)C2CCCCCN2C3=O)cc1 (stereo not given) | 14% |
| O=C(Nc1ccccc1C(=O)c1ccccc1)c1ccc(-c2ccccc2)cc1 | -29% |
| Cc1n[nH]c(C)c1C(N)C(=O)NCc1ccccc1-n1ccnc1C (stereo not given) | 47%[activator] |

(cont.)
| compound | 12-LOX inh |
| --- | --- |
| Cc1ccc(/C=C/c2nc(N)nc(-c3ccccc3O)n2)cc1 | -23% |
| COc1ccc(C2=Nc3ccccc3N(C(=O)c3ccc(C(F)(F)F)cc3)C2C(=O)Nc2ccc3c(c2)OCCO3)cc1 (stereo not given) | -11% |
| COCCN1Cc2cc(C(=O)OC)c3c(c2C1=O)c1cc(F)ccc1n3S(=O)(=O)c1ccc(C)cc1 | ? |
| C=CCN1CCN(C(=O)CCC[C@H]2NC[C@@H]3C[C@H]2CN(Cc2ccccc2)C3)CC1 | 5.6µM* |
| CCOC(=O)c1sc(CC(=O)Nc2ccc(CC)cc2)nc1C | ? |
| COCC(=O)N[C@H]1C[C@@H](Cc2cc(-c3ccc(F)cc3)on2)C1(C)C | -7%[176 µM] |
| O=C(COC(=O)c1c2c(nc3ccccc13)CCCC2)c1ccc(Oc2c(Cl)cccc2[N+](=O)[O-])cc1 | 12% |
| COc1ccc(Br)cc1/C=C1\Oc2cc(OS(C)(=O)=O)ccc2C1=O | -24% |
| Cc1sc2nc(CN3CCCCC3)nc(Sc3nnnn3C)c2c1C | -26% |
| Cc1ncc2c(c1CNC(=O)c1ccc3c(c1)OCO3)CCN(C(=O)c1cc3ccccc3n1C)C2 | -3% |

More records follow.
| compound | 12-LOX inh |
| --- | --- |
| N#Cc1cccc(CN2CC(COc3ccccc3)C3(C2)CN(c2ccccc2)C3)c1 (stereo not given) | 46%[176 µM] |
| COc1cc(CNC(C)(C)CO)cc(Cl)c1OCc1cccs1 | -2% |
| CNC(=O)[C@@H]1CN(C(=O)Cc2ccc(Br)cc2)C[C@H]1CO | 28% |
| CN(CC1CC1)C(=O)c1coc(CN2CCN(c3ccccc3F)CC2)n1 | 110%[activator] |
| COc1ccc(-n2nc3n(c2=O)CCN(C(=O)c2ccc(C)cc2)C3)cc1 | 4%[6.33 µM] |
| COCCN1CCC2(CCC1=O)CCN(C(=O)Nc1cc(F)c(F)c(F)c1)CC2 | 30% |
| Cc1nc(-c2c3n(c(=O)n(Cc4ccc(Cl)cc4)c2=O)CCCC3)no1 | ? |
| Cn1c(=O)[nH]c(=O)c2c1nc(SCC(N)=O)n2CCCc1ccccc1 | 16% |
| Cn1cc([N+](=O)[O-])c(C(=O)NC2CCCCCCC2)n1 | 257%[activator] |
| CCCNC(=O)NC(=O)CSc1ccc2ccccc2n1 | 0% |

Next part.
| compound | 12-LOX inh |
| --- | --- |
| Cc1nc2ccc(C(=O)NCc3ccccn3)cc2nc1C | -7% |
| O=[S+]([O-])(Nc1cccnc1)c1ccc2c(c1)OCCN(Cc1cncnc1)C2 | -4%[176 µM] |
| O=C(Nc1ccc2cc[nH]c2c1)C(=O)NC1CCCCC1 | -22% |
| CC1=C[C@@H](CNC(=O)Nc2ccccc2)[C@H](C(C)C)C[C@H]1CC(=O)NCCN1CCOCC1 | 16% |
| COc1cccc(CC(=O)N2CCCn3nc(C)c(-c4cccnc4N4CCOCC4)c32)c1 | 62%[activator] |
| CCCOc1ccccc1C(=O)N(Cc1cccc(OC)c1)C1CCS(=O)(=O)C1 (stereo not given) | -12% |
| O=C(NCCS(=O)(=O)c1ccc(C(F)(F)F)cn1)c1ccc(Cl)cc1 | 3%[57.4 µM] |
| COC(=O)C(C)(C)NC(=O)c1cccc(CS(C)(=O)=O)c1 | -16% |
| COC(=O)C1(NC(=O)c2cc(F)cc(F)c2)CCCCC1 | -26% |
| NC(=O)[C@@H](Cc1c[nH]c2ccccc12)NC(=O)[C@@]1(O)C[C@@H](O)[C@H](O)[C@@H](NC(=O)NC2CCCCC2)C1 | -8% |

Going on with the list.
| compound | 12-LOX inh |
| --- | --- |
| Cc1noc(-c2cccn3c(CNC(=O)c4ccc(F)c(F)c4)nnc23)n1 | 69%[activator] |
| COc1ccc(C(NC(=O)CSc2ccc3c(c2)OCCCO3)c2ccc(OC)cc2)cc1 | 14% |
| CN(C)c1ccc(C(=O)N2CC[C@H]3NC(=O)N(c4ccc(Oc5ccccc5)cc4)C(=O)[C@H]32)cc1 | 2% |
| COC(=O)c1ccn(Cc2cccc(Cl)c2)n1 | -6% |
| N#C/C(=C\c1cn(Cc2ccccc2C#N)c2ccccc12)C(=O)NCc1cccs1 | 2% |
| Cc1nn(C)c(C)c1CCC(=O)N1C[C@@H](CO)[C@H](c2ccccn2)C1 | 22% |
| CCOC(=O)[C@]12CCCC=C1N(Cc1ccccc1)C(=O)[C@H](CC(=O)NCc1cccc(C(F)(F)F)c1)C2 | -11% |
| O=C(c1ccc(C(F)(F)F)cc1)N1CCn2c(nn(-c3ccc(C(F)(F)F)cc3)c2=O)C1 | -2%[6.33 µM] |
| CN(CC(=O)N[C@H]1[C@H]2CCO[C@H]2[C@@H]1N(C)C)Cc1ccc(F)cc1 | 55%[activator] |
| COc1cccc(C(=O)N2CCC(C(NC(=O)c3ccccc3)C(=O)NCc3ccco3)CC2)c1 (stereo not given) | 1% |

More entries.
| compound | 12-LOX inh |
| --- | --- |
| CC(C)CN1C(=O)c2cccn2CC1C(=O)NCc1ccco1 (stereo not given) | -4% |
| CCCCn1c(N)c(N(CC)C(=O)c2ccc(OC(F)(F)F)cc2)c(=O)[nH]c1=O | -6% |
| CCOc1ccc(CCNC(=O)c2cc(=O)c3ccccc3o2)cc1OCC | -1% |
| O=C(CNC(=O)c1ccccc1)NCc1nnc2ccc(-c3ccccc3)nn12 | 4% |
| Cc1cccc(S(=O)(=O)N2C[C@@H](F)C[C@H]2C(=O)N2CCCCC2)c1 | -1% |
| N#Cc1cccc(NC(=O)C2(c3ccc(Cl)cc3)CCC2)c1 | -13% |
| CCO[C@H]1C[C@@H](O)C12CCN(C(=O)c1cc(S(N)(=O)=O)ccc1F)CC2 | 6% |
| CN1C(=O)C(c2ccccc2)CC12CCN(Cc1ccc(F)c(F)c1)CC2 (stereo not given) | -1% |
| C=CCC1(CO)CCCN(C(=O)CCCOc2ccccc2)C1 (stereo not given) | 23% |
| COCCN1CCCCCC(O)c2cc(C(=O)Nc3cc(C)ccc3OC)ccc21 (stereo not given) | 24% |

(listing goes on)
| compound | 12-LOX inh |
| --- | --- |
| Cc1ccc(C2(C(=O)N3C[C@@H](CN4CCCCC4)[C@@H](CO)C3)CC2)cc1 | -8% |
| CSCCC(=O)NCCc1cccs1 | -3% |
| Cc1cc(C)cc(Oc2cnn(-c3ccc(C(F)(F)F)cn3)c(=O)c2Cl)c1 | 1% |
| Cc1cnc(-c2ccccc2)n1C1CCN(C(=O)c2ccco2)CC1 | 61%[activator] |
| COc1cccc(C(=O)N2CC3(Cc4ccccc4N(C(C)=O)C3)C2)c1 | -5% |
| CNC(=O)N1CCC(C2CCN(C(=O)NCc3cccc(OC)c3)C2)CC1 (stereo not given) | 3% |
| CCCCOC(=O)c1ccc(NC(=O)c2cc(=O)c3ccc(C)cc3o2)cc1 | -16% |
| COCCn1c(C)cnc1CC1CCCN(C(=O)c2ccccn2)C1 (stereo not given) | 19% |
| O[C@@H]1C[C@@H](c2nc(Cc3ccc(F)cc3Cl)no2)N(Cc2ccc(OC(F)(F)F)cc2)C1 | 14% |
| CC(C)C[C@@H](NC(=O)[C@@]1(O)C[C@@H](O)[C@H](O)[C@@H](NC(=O)Nc2ccc(OC(F)(F)F)cc2)C1)C(N)=O | 19% |

The listing continues.
| compound | 12-LOX inh |
| --- | --- |
| Clc1cc(NCc2ccccc2Cl)n2nccc2n1 | 58%[176 µM] |
| C=CS(=O)(=O)N(C(=C)C(=O)OC)S(C)(=O)=O | -9% |
| Cc1noc(-c2nc(-c3cccc(F)c3)no2)n1 | 32%[activator] |
| CC1CCCCN1C(=O)COC(=O)c1cnc2ccccc2n1 (stereo not given) | -5% |
| CC1CCCC(NC(=O)CCCc2cccs2)C1C (stereo not given) | ? |

This is a subset; the hit share may differ from the screen's.
